High-throughput results as filed in PubChem BioAssay.
TRPV1 ag: human TRPV1 agonism | 0.19% of 320,000 active | AID 540275 | activation, % at 8.33 µM | TRPV1-expressing cells, Fluo-8 calcium influx, agonist mode; in the data active means activation above about 80%; inconclusive means between about 30% and that limit; further: 0% is about no effect
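Cells expressing TRPV1 were dye-loaded with Fluo-8 and read kinetically: 10 s baseline, 3 min after compound (agonist portion), then 2 min after EC20 capsaicin (allosteric enhancer portion). Calcium-bound dye fluorescence at 480/520 nm.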
Rab9 prom act: Rab9 promoter activation. Huh7 Rab9 promoter-luciferase reporter, luminescence, 24 h. Potency, µM (doses to about 9.22 µM), for the others: at the top dose activation, negative = inhibition, actives largely listed as activators. 2.8% of 320,000 active; further: potency means the concentration at half of the fitted maximal effect; % of control where 0% means no effect; nearly all actives have a fitted effect of over 60% in size
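Cell-based reporter: Huh7 stable for Rab9 promoter-driven luciferase, plated in reduced-serum medium with 10% FBS at 1500 cells/well, compound-treated 24 h at 37 °C, luminescence read after 10 min reagent.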
p53 reactivator: mutant p53 re-activation in reporter cells; H1299 p53-A138V BP100-luciferase reporter, luminescence, 24 h; Potency, µM (titrated, usually from 92.2 µM), for the others: at the highest dose activity change, positive = activation, usual class: activators; 0.063% of 320,000 active; AID 504706; further: potency means the concentration at half of the fitted maximal effect; % of control where 0% means no effect; nearly all actives have a fitted effect of over 45% in size
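p53-null H1299 cells stably carrying temperature-sensitive p53-A138V and a BP100-luciferase reporter were pinned with compounds (4-point, 1:5 series) and held 24 hrs at 37 deg C. Luminescence was read 10 min after detection reagent.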
Tb PFK inh: inhibitors of T. brucei phosphofructokinase. O15648. T. brucei PFK, ADP-Glo luminescence. Potency, µM (doses to about 57.5 µM), for the others: top-dose activity, negative = inhibition, most hits filed as inhibitors. 0.17% of 330,000 active. AID 485367;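 further: potency means the concentration at half of the fitted maximal effect; 0% = uninhibited 1x PFK enzyme wells and -100% = no-enzyme wells; nearly all actives have a fitted effect of over 60% in size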
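1.25 nM PFK with 0.5 mM F6P and 0.1 mM ATP in 0.1 M TEA pH 8.0, 5 mM MgCl2, incubated 45 min at room temperature; ADP measured by ADP-Glo luminescence; compounds titrated up to 57 uM.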
RORg inh: ROR gamma (mouse) transcription inhibition | P51450 | Drosophila S2 Gal4-RORgamma UAS-luciferase reporter, 20 h | Potency, µM (top dose mostly 53.6 µM), without a hit: at the highest dose activity change, negative = inhibition, usual class: inhibitors | 5.4% of 310,000 active | AID 2551; further: potency means the concentration at half of the fitted maximal effect; on the % scale 0 is the no-effect control and ±100 the full control effect; nearly all actives have a fitted effect of over 60% in size
Target sequence (P51450 whole entry, looked up, the tested form may be a part): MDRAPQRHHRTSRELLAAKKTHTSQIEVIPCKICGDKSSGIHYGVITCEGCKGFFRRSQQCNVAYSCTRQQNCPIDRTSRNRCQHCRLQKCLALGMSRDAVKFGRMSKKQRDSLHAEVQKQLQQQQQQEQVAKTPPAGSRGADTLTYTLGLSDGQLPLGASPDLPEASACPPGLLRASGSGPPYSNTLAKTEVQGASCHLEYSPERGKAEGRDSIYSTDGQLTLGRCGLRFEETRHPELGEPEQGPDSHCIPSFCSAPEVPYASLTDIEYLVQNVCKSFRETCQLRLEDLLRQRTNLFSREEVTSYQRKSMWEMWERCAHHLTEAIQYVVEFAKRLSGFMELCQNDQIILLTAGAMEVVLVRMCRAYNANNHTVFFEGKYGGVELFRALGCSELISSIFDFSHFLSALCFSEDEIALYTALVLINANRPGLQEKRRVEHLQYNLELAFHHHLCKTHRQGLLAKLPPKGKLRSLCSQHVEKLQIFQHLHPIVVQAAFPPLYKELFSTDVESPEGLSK
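Drosophila S2 cells stably expressing Gal4-DBD/mouse RORγ fusion under metallothionein promoter plus UAS-luciferase; compound 1 h, then 700 uM CuSO4 induction for 20 h at ambient temperature; inhibition read as reduced luminescence.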
FLuc modulator: inhibits or activates purified firefly luciferase, miR-21 counter-screen; AID 588342; purified FLuc, Km substrates, luminescence inhibition; P08659; 6.9% of 360,000 active; Potency, µM (top dose mostly 57.5 µM), inactives show at the highest dose activity change, negative = inhibition, most hits filed as inhibitors;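 further: potency means the concentration at half of the fitted maximal effect; plate controls were vehicle for no effect and reference inhibitor for full effect; nearly all actives have a fitted effect of over 55% in size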
Target sequence (P08659 whole entry, looked up): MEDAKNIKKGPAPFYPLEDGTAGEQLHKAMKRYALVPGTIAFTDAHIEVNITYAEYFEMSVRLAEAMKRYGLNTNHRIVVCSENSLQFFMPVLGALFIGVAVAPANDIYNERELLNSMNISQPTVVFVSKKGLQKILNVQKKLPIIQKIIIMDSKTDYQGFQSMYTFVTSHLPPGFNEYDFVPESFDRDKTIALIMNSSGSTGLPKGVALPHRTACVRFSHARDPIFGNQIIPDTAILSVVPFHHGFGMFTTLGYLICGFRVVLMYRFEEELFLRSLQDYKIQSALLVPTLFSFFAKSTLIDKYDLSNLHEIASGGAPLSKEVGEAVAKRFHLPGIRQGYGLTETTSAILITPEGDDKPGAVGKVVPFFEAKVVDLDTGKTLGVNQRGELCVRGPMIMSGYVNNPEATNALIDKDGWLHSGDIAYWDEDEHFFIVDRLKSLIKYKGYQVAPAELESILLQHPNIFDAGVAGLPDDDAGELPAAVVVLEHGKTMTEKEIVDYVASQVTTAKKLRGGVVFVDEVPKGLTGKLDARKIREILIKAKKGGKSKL
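Biochemical qHTS of compounds, final roughly 60 µM downward over six points, against 10 nM purified firefly luciferase using Km concentrations of substrates (10 uM D-luciferin, 10 uM ATP) in Tris acetate pH 7.5 buffer; luminescence output.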
BRCA1 expr up: increases BRCA1 expression; Potency, µM (highest dose often 46.1 µM), inactives show at the highest dose activation, usual class: activators; 1.1% of 380,000 active; AID 624202; MCF7-BRCA1-FFLuc reporter, luminescence, 48 h; response scale: scaled: vehicle 0%, 10 µM genistein 100%; further: potency means the concentration at half of the fitted maximal effect; nearly all actives have a fitted effect of over 80% in size; some results filed as inactive show a strong effect at the top dose
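Luminescence from a BRCA1-driven firefly luciferase in MCF7 cells was the read-out, taken 15 min after substrate addition following 48 h compound exposure at 37 °C. Data were normalized to a 10 microM genistein control and DMSO vehicle.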
ELG1 genotoxic: inducers of genotoxicity in HEK293T ELG1-luciferase cells | HEK293T ELG1-luciferase reporter, luminescence, 16 h | AID 504466 | Potency, µM (top dose mostly 46 µM), for the others: at the highest dose activity change, positive = activation, hits mostly activators | 1.3% of 330,000 active; further: potency means the concentration at half of the fitted maximal effect; % of control where 0% means no effect; nearly all actives have a fitted effect of over 60% in size
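After overnight (16 hr) compound treatment at 37 °C, ELG1-luciferase HEK293T cells were lysed with ONE-Glo; luminescence quantified 30 min later at room temperature.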
VP16 counter: Gal4-VP16 reporter inhibition counter-screen; 3.5% of 310,000 active; Potency, µM (top dose mostly 53.6 µM), for inactives: at the highest dose activity, negative = inhibition, most hits filed as inhibitors; Drosophila S2 Gal4-VP16 UAS-luciferase, luminescence, 20 h;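 further: Gal4-VP16 expression switched on by copper sulfate through the metallothionein promoter; potency means the concentration at half of the fitted maximal effect; on the % scale 0 is the no-effect control and ±100 the full control effect; nearly all actives have a fitted effect of over 50% in size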
ELG1 DNA repair: ELG1-dependent DNA repair inhibition. HEK293T ELG1-luciferase reporter, luminescence, 16 h; DNA damage induced by 5-fluorouridine. Potency, µM (highest dose often 46.1 µM), without a hit: top-dose activity change, negative = inhibition, actives largely listed as inhibitors. 2.3% of 330,000 active; further: potency means the concentration at half of the fitted maximal effect; on the % scale 0 is the no-effect control and ±100 the full control effect; nearly all actives have a fitted effect of over 55% in size
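DMSO vehicle served as the neutral condition. Each well held 2,000 cells given 5-fluorouridine plus compound; after 16 hr at 37 °C/5% CO2, ONE-Glo was added and luciferase measured 30 min later.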
NPC1 promoter act: NPC1 promoter activation. Huh7 NPC1 promoter luciferase reporter, 24 h. AID 485313. Potency, µM (top dose mostly 9.22 µM), without a hit: at the top dose activation, hits mostly activators. 2.4% of 320,000 active;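 further: potency means the concentration at half of the fitted maximal effect; % of control where 0% means no effect; nearly all actives have a fitted effect of over 60% in size; reporter is driven by a mutant NPC1 promoter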
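Huh7 reporter cells (NPC1 promoter driving luciferase) are dosed with compound for 24 h at 37 °C, 5% CO2; luciferase detection reagent is then added and luminescence measured after 10 min at ambient temperature.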
Numbers without * were called inactive; ? = inconclusive; . = not tested or not shown; & = joins results of further samples; [ ] = remark or other dose. Unless noted, the call rests on the fitted dose curve; in most records, active means well fitted curve in the direction sought with a large enough effect; inconclusive means small, poorly fitted or top-dose-only effect, or another doubt; inactive means no such curve, though single readings can be large; an effect the other way counts as inactive or inconclusive.

structure,TRPV1 ag,Rab9 prom act,p53 reactivator,Tb PFK inh,RORg inh,FLuc modulator,BRCA1 expr up,ELG1 genotoxic,VP16 counter,ELG1 DNA repair,NPC1 promoter act
Cc1ccc(C)c(C(=O)Cn2ncc(Cl)c(Cl)c2=O)c1,11.1,-32.9%[inhibitor],-26.9%,1.5%,?,-17.9%,-93.0%[inhibitor],-19.9%,?,?,-22.4%
CCOc1ccc(-c2cc(C(=O)NCCCn3ccnc3)c3ccccc3n2)cc1,5.3,18.7%,3.9%,-4.0%,3.4%,6.01µM*,59.6%,-7.8%,2.2%,1.9%,10.6%
CCc1nnc(NC(=O)C2CCN(c3ncnc4sc(C)c(C)c34)CC2)s1,-2.9,-4.6%,2.2%,2.5%,.,6.0%,-3.9%,-0.2%,.,?,-2.6%
CC(C)C(NC(=O)C12CC3CC(CC(C3)C1)C2)C(=O)N/N=C/C1=C(N2CCOCC2)C(=C\c2ccc([N+](=O)[O-])cc2)/CC1 (centres undefined),-0.1,-7.0%,-0.3%,-0.6%,-18.9%,6.5%,-11.5%,-1.5%,-7.6%,14.6%,-4.5%
CN(CC(=O)Nc1c(Cl)cccc1Cl)C(=O)c1ccc2ccccc2n1,1.5,9.7%,6.9%,-2.0%,.,1.0%,-6.2%,8.3%,.,?,-2.0%
O=C(CSc1nnc2n(C3CCCC3)c(=O)c3ccccc3n12)N1CCCCCC1,?,1.2%,0.6%,0.7%,-14.2%,-2.0%,-18.4%,-17.8%,5.8%,?,-2.7%
C[C@@H]1CCCCCCCCC(=O)OCCN(C(=O)OC(C)(C)C)[C@H](C)CCCCCCCCC(=O)OCCN(C(=O)OC(C)(C)C)[C@H](C)CCCCCCCCC(=O)OCCN(C(=O)OC(C)(C)C)[C@H](C)CCCCCCCCC(=O)OCCN1C(=O)OC(C)(C)C,.,.,1.7%,7.8%,.,.,21.3%,2.5%,.,?,.
CCN1CCN(c2ncnc3c2nnn3Cc2ccccc2)CC1,-1.6,1.8%,-16.9%,2.0%,21.7%,0.6%,13.0%,0.1%,0.4%,-0.4%,-3.7%
CCN(CC)c1ccc(C=Nc2ccc(OC)c(S(=O)(=O)N3CCOCC3)c2)c(O)c1,6.0,-5.0%,8.9%,-2.8%,.,?,10.5%,2.9%,.,0.4%,-5.2%
CCN1CCCC1CNC(=O)COc1cc(=O)n(C)c2ccccc12 (centres undefined),-3.1,2.6%,-15.0%,8.3%,-2.8%,0.2%,3.5%,1.3%,0.4%,17.7%,-0.7%
Cc1ccc(S(=O)(=O)NC2CCCCCC2)cc1,.,.,13.9%,-4.8%,.,.,-25.2%,-2.7%,.,-9.1%,.
COc1ccc(-c2cccc(C3CC=CC4C3C(=O)N(Cc3ccccc3)C4c3ccc(C(F)(F)F)cc3)c2)cc1 (centres undefined),-2.0,-12.3%,13.1%,-1.6%,-2.9%&10.2%,1.1%,-17.2%,-10.1%,-5.4%&0.3%,?,-1.6%
CN(c1ccccc1)S(=O)(=O)c1cccc(NC(=O)CN2CCc3ccccc3C2)c1,1.4,3.5%,-0.3%,3.8%,34.8%,-4.5%,-17.1%,-8.3%,16.0%,?,-1.0%
CCOc1ccccc1OCCOc1ccccc1CC,5.7,-1.4%,-0.9%,0.7%,21.3%,5.1%,3.2%,-1.4%,3.7%,2.3%,11.1%
CC1(C)Cc2c(c(N3CCCC3)[nH]c(=S)c2C#N)CO1,3.5,0.1%,-2.9%,-6.7%,7.4%,-13.9%,.,-6.1%,6.6%,19.2%,3.4%
COc1cc(OC)c(OC)cc1/C=C1\Oc2cc(OCC(=O)N3Cc4ccccc4C[C@H]3C(=O)O)ccc2C1=O,21.6,-2.9%,11.5%,12µM*,-3.6%,?,-17.6%,0.2%,-2.0%,5.3%,0.6%
CCN(Cc1ccccc1)C1CCN(Cc2ccccc2)CC1,4.0,6.1%,.,-0.7%,.,3.6%,3.9%,-9.4%,.,-5.7%,-8.1%
COc1ccccc1NC(=O)CN1CCC(n2nnc3cc(F)ccc32)CC1,9.2,-1.0%,-8.0%,1.9%,-0.8%,-0.1%,-15.7%,5.2%,-3.1%,20.6µM*,1.7%
CCn1c(CNC(=O)COC)nc2ccccc21,-0.2,-0.4%,2.1%,-4.1%,-9.5%,-1.5%,2.1%,-1.6%,9.6%,14.8%,0.8%
COC(=O)CSc1nnc(-c2cccnc2)o1,-3.8,-5.2%,5.0%,1.8%,-18.5%,4.4%,13.8%,1.7%,?,12.3%,-4.0%

The list goes on:
structure,TRPV1 ag,Rab9 prom act,p53 reactivator,Tb PFK inh,RORg inh,FLuc modulator,BRCA1 expr up,ELG1 genotoxic,VP16 counter,ELG1 DNA repair,NPC1 promoter act
N/C(=N\OC(=O)c1ccccc1F)c1ccc([N+](=O)[O-])cc1,-2.3,?,?,0.6%,15.7%,?,2.82µM*,?,29.2%,?,?
CS(=O)(=O)Nc1ccc(C(=O)Nc2cccc([N+](=O)[O-])c2)cc1,18.8,-7.4%,1.9%,0.9%,21.9%,-0.3%,-5.2%,-1.0%,6.1%,0.2%,-3.9%
CCC(/C=C1\Sc2ccc(OC)cc2N1CCO)=C\c1sc2ccc(OC)cc2[n+]1CCO,-2.1,-9.4%,-3.8%,?,27.6%&34.0%,15.1µM*,-73.6%,-10.8%,?,?,-4.3%
Cc1ccc(S(=O)(=O)N2CCOC2CNC(=O)C(=O)NCCc2ccccc2)cc1 (centres undefined),0.1,-4.1%,1.3%,-4.6%,16.6%,-0.6%,-10.4%,-5.2%,1.3%,-26.1%,0.9%
COc1ccc(S(=O)(=O)N(C)C[C@H]2Oc3c(NC(=O)CCC(F)(F)F)cccc3C(=O)N([C@H](C)CO)C[C@@H]2C)cc1,.,.,-5.8%,2.0%,.,.,-11.0%,3.7%,.,-0.2%,.
O=C(Cc1ccccc1C(=O)O)Nc1cccc2ccccc12,0.2,0.5%,7.2%,7.6%,1.4%,-4.2%,-30.5%,0.6%,-5.7%,8.1%,-2.0%
CC(C)Oc1ccc(C(=O)NC2(C(F)(F)F)N=C3SCCN3C2=O)cc1 (centres undefined),1.1,-5.1%,-3.8%,-5.3%,-1.0%,5.9%,-3.0%,4.6%,0.5%,18.7%,0.3%
COc1ccc(-n2nnc3c(=O)n(CC(=O)N4CCCc5ccccc54)cnc32)cc1,-2.4,0.0%,-7.6%,-4.8%,-27.6%,7.8%,11.5%,-11.0%,-12.5%,-8.5%,0.0%
Cc1cc(C(F)(F)F)nn1CC(=O)Nc1cccnc1,.,4.5%,0.0%,-2.0%,12.8%,-0.4%,4.4%,-7.7%,-6.4%,-3.6%,0.8%
O=C(Nc1ccc(Br)cc1)c1ccc(Br)c(S(=O)(=O)Nc2cccnc2)c1,2.3,1.0%,3.6%,2.5%,?,?,9.7%,-1.1%,4.5%,1.7%,6.7%
Cc1cccc(C)c1NC(=O)C(c1cccs1)N(Cc1ccco1)C(=O)Cn1nnc2ccccc21 (centres undefined),1.2,-12.3%,?,-2.9%,-14.9%,-0.6%,-28.7%,-0.1%,8.8%,1.1%,1.3%
NC(=O)c1cc(NC(=O)CCCc2nc3ccccc3s2)cc(C(N)=O)c1,-4.7,-2.6%,-0.1%,0.6%,12.5%,2.9%,-35.8%,-1.2%,4.1%,-18.5%,-0.7%
CCN(CC)c1ccc(C(=O)NNC(=O)CNC(=O)c2ccco2)cc1,3.5,-3.9%,0.8%,5.1%,.,?,0.9%,3.5%,.,5.3%,-1.4%
Cc1ccccc1NC(=O)c1ccc(NS(=O)(=O)c2cc(C(C)(C)C)cc(C)c2C)cc1,0.8,-10.6%,-0.3%,1.4%,?,3.7%,-71.7%,-8.2%,-15.5%,-15.8%,-2.3%
COc1cc(/C=C2\SC(=S)N(CCC(=O)N3CCCCC3)C2=O)cc(OC)c1OC,7.3,-4.4%,?,0.4%,?,-0.4%,-71.2%,-5.2%,-28.2%,-20.6%,-18.4%
COc1ccc(-n2nc(C(=O)NCC(=O)Nc3cc(OC)c(OC)c(OC)c3)c3ccccc3c2=O)cc1,0.1,-0.2%,-5.8%,-2.3%,10.2%,-1.0%,-13.1%,-19.6%,-23.6%,3.26µM*,1.9%
CCCOc1ccc(N)cc1N,0.0,11.1%,-49.8%[inhibitor],-1.8%,4.47µM*,-9.6%,-79.8%,-5.2%,?,?,3.7%
CC1(C)NC(=O)N(CCCC(=O)Nc2ccc(C(F)(F)F)cc2)C1=O,24.6,-9.4%,6.2%,9.8%,.,.,7.8%,3.6%,.,3.4%,-0.2%
CCC1c2ccc(C)n2CCN1C(=O)Nc1ccccc1OC (centres undefined),-0.9,0.4%,27.2%,-0.7%,?,?,-33.7%,1.7%,-5.6%,22.1%,3.3%
